H69AR inhibit – growth inhibitors of human H69AR lung tumor cells | H69AR lung tumor viability, ATP luminescence, 72 h; hits give low values | viability, % at 10 µM | actives 6% (n = 85,000);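 active = viability at or below 40%; inactive = viability above 40%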;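 also: multidrug resistant small cell line overexpressing MRP-1 efflux transporter; 100% = mean luminescence of untreated control wells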
ERa SRC1 pot – ER-alpha (human) coactivator binding potentiation; P03372; TR-FRET ERalpha-LBD/SRC-Cy5 coactivator binding, 2 h; 100 = basal binding, no effect; coactivator binding (% of control), % at 25.6 µM; actives 1.3% (n = 86,000); AID 639; in the data active = activity above about 200%;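 also: binding measured in presence of low estradiol as agonist stimulus; 0% = peptide alone without receptor and 100% = receptor with peptide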
Target sequence (P03372 whole entry, looked up, the tested form may be a part): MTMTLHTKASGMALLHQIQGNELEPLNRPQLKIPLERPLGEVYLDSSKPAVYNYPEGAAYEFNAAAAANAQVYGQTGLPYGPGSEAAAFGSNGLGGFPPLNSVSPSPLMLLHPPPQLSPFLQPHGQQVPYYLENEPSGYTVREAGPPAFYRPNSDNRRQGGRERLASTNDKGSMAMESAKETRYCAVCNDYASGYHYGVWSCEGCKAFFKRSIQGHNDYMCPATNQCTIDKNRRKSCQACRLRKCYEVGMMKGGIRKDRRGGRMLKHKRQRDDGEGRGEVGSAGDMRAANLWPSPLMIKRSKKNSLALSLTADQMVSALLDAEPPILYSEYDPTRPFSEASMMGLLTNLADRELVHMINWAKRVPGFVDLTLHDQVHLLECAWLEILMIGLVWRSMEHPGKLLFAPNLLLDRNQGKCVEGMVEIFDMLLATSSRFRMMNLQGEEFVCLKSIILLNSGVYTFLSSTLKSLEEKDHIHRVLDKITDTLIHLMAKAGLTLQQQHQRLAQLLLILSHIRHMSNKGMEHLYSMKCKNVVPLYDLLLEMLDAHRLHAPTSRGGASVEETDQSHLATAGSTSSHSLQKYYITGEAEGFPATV
ERa SRC1 inh – ER-alpha (human) coactivator binding inhibition. P03372. TR-FRET ER-alpha LBD / SRC-1 peptide, estradiol-bound. inhibition, % at 25.6 µM. actives 1.7% (n = 86,000). AID 629; in the data active = inhibition above about 50%;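 also: 0% = receptor plus peptide control and 100% = peptide only without receptor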
Lung fibro prol – blocks proliferation of human lung fibroblasts; actives 1.1% (n = 85,000); viability, % at 10 µM; LL 47 human lung fibroblast viability, ATP luminescence; hits give low values;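 active = viability at or below 50% in the single dose screen; inactive = viability above 50%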;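 also: compound exposure lasted 72 h before the ATP readout; 100% = median luminescence of untreated cell-only wells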
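Test system: LL 47 human lung fibroblasts / Quantity: 1,150 cells in each well / Medium: IMEM growth medium with 15% fetal bovine serum / Incubation: 72 h compound exposure at 37 °C after overnight plating / Detection: CellTiter-Glo luminescence measuring cellular ATP / Read-out: % viability versus median cells-only luminescence / Benchmarks: cell-only wells, no compound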
Mac1 fbg enh – enhancers of human CD11b/CD18 binding to fibrinogen; P05107+P11215; K562 CD11b/CD18 adhesion to fibrinogen, ATPlite luminescence; activation, % at 10 µM; actives 0.07% (n = 93,000); AID 1499;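 active = 10 µM primary screen giving 50% or more activity, confirmed by 40% or more on retest at that dose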; also: strong numbers were not always called active; reference of the scale not given here
Smad3 FoxH1 inh – Smad3 (human) transcription factor binding inhibition. P84022. TR-FRET Smad3/Dy647-FoxH1 peptide binding, europium anti-His. inhibition, % at 25 µM. actives 0.29% (n = 88,000);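 active = compounds that reduce the energy-transfer binding signal between the protein and its labelled peptide by more than half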;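 also: 0% = Smad3 plus labelled peptide maximal FRET and 100% = peptide-only background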
Target sequence (P84022 whole entry, looked up): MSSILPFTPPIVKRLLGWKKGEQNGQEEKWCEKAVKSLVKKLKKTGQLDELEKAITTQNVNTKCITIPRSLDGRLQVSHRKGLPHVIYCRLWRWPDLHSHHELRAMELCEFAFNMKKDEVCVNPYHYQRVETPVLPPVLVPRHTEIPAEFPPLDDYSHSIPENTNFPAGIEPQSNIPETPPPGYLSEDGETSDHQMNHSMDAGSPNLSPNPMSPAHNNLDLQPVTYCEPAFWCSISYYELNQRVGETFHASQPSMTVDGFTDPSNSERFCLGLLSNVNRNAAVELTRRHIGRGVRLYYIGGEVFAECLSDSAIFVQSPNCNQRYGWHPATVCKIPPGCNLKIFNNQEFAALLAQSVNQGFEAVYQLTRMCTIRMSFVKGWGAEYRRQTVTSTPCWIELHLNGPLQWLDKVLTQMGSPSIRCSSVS
ERb SRC1 inh – ER-beta (human) coactivator binding inhibition. Q92731. TR-FRET ER-beta LBD / SRC1-Cy5 peptide binding; receptor agonist-loaded with 1 µM estradiol. inhibition, % at 25.6 µM. actives 1.3% (n = 86,000);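 active = compounds whose percent inhibition of the receptor-coactivator binding signal exceeds about 50% in the single-dose screen, limit read from the data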;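 also: 0% = receptor plus peptide wells without compound and 100% = peptide-only wells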
MT1-MMP txn act – activates MT1-MMP transcription. HT1080 MT1-MMP promoter luciferase reporter, luminescence, overnight; hits give high values. activation factor at 10 µM. actives 0.16% (n = 86,000);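 active = activation factor of at least 2 for MT1-MMP transcription at 10 µM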
HUVEC inhibit – human endothelial cell proliferation inhibition; HUVEC proliferation, CellTiter-Glo luminescence, 72 h; hits give low values; viability, % at 10 µM (by protocol); actives 1.1% (n = 86,000); AID 648;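 active = viability at or below 30%; inactive = viability above 30%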;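 also: 100% = median luminescence of DMSO-only cell control wells on each plate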
An asterisk follows results filed as active; . = not tested or not shown; [ ] = remark or other dose. An excerpt. The share of hits here may be higher or lower than overall.

Every second line gives: H69AR inhibit | ERa SRC1 pot | ERa SRC1 inh | Lung fibro prol | Mac1 fbg enh | Smad3 FoxH1 inh | ERb SRC1 inh | MT1-MMP txn act | HUVEC inhibit
> CCOC(=O)N1CCN(C(=O)c2cc(-c3ccc(OCC)cc3)nc3ccccc23)CC1
 : 16* | 93[fluorescence artefact?] | -37[fluorescence artefact?] | 53 | -6 | 10 | -17 | 0.8 | 48
> CCOC(=O)/C=C(\C)Nc1cc(C)nn1-c1ccccc1
 : 101 | 100[fluorescence artefact?] | -2[fluorescence artefact?] | 96 | -3 | 15 | 0 | 1.2 | 96
> Cn1c(Cc2cccc3ccccc23)nnc1SCC(=O)N1CCN(c2cccc(Cl)c2)CC1
 : 38* | 75 | 2 | 97 | -8 | -12 | -4 | 1.1 | 69
> COc1cccc(-c2cc(C(F)(F)F)nc(N3CCCCC3)n2)c1
 : 101 | 101 | -5 | 97 | . | 2 | -5 | 1.1 | 109
> CC(C)Cn1c(N)c(C(=O)COC(=O)c2ccc3c(c2)OCCO3)c(=O)n(C)c1=O
 : 89 | 105 | -9 | 65 | -4 | 8 | -12 | 1.1 | 89
> CC(=O)c1c(C)n(CC(=O)NCc2ccc3c(c2)OCO3)c2ccccc12
 : 93 | 100 | -2 | 92 | -2 | 9 | -2 | 1.1 | 111
> Cn1c(SCC(=O)c2ccccc2)nnc1-c1ccc(O)cc1
 : 71 | 71 | -3 | 95 | -4 | -2 | -6 | 1.9 | 84
> Fc1cccc(CSc2nc3ccncc3[nH]2)c1
 : 88 | 118 | 0 | 91 | . | -2 | -3 | 1.3 | 106
> CCCCn1c(SCc2ncc(-c3ccccc3)o2)nc2cc(S(N)(=O)=O)ccc21
 : 14* | 105 | 4 | 99 | -5 | -8 | 7 | 1.2 | 87
> Cc1ccc(C)c(OCC(O)CN2CCCCC2C)c1 (centres undefined)
 : 79 | 125[fluorescence artefact?] | -10 | 97 | -5 | -8 | 6 | 1.2 | 95
> Cc1ccc(S(=O)(=O)c2cc3c(=O)n4ccccc4nc3n(Cc3ccco3)c2=N)cc1
 : 73 | 83[fluorescence artefact?] | 47[fluorescence artefact?] | 90 | 2 | 9 | 63*[fluorescence artefact?] | 1.1 | 96
> CNC(=O)CC(=O)Nc1ccccc1C(=O)O
 : 93 | 97 | -12 | 106 | -4 | -9 | -5 | 1 | 99
> CSc1ncc(Cl)c(C(=O)Nc2nnc(SC/C=C/c3ccccc3)s2)n1
 : 93 | 96 | 24 | 97 | -2 | 4 | -1 | 1.2 | 85
> Cc1cc(O)ccc1-c1cnc2ccccc2n1
 : 96 | 94 | -2 | 91 | 5 | 6 | 1 | 1.4 | 93
> O=C(Nc1ccccc1)N1CCOCC1
 : 108 | 85 | -8 | 99 | . | 1 | -5 | 1.1 | 93
> CCc1ccc2c(CN3CCN(S(=O)(=O)c4ccc5c(c4)OCCO5)CC3)cc(=O)oc2c1
 : 82 | 143 | 6[fluorescence artefact?] | 94 | 0 | 2 | 7[fluorescence artefact?] | 1.1 | 95
> Cc1ccc(NC2CC(=O)N(c3ccc(N4CCCCC4)cc3)C2=O)cc1 (centres undefined)
 : 87 | 113 | -19 | 102 | 87 | 6 | -5[fluorescence artefact?] | 1.1 | 104
> O=C(Nc1cccc(-n2cnnn2)c1)c1ccco1
 : 97 | 99 | -2[fluorescence artefact?] | 96 | -3 | 3 | 6 | 1.1 | 100
> CCc1ccccc1S(=O)(=O)Cc1ccc(C(=O)N2CCN(c3ccccn3)CC2)o1
 : 77 | 110 | -4 | 104 | 4 | 5 | -1[fluorescence artefact?] | 1 | 80
> Cc1ccc(CS(=O)(=O)Cc2ccc(C(=O)NCc3cccnc3)o2)cc1
 : 87 | 117 | -2 | 98 | . | 1 | -2[fluorescence artefact?] | 1.1 | 97
> COc1ccc(CCNc2nnc(Sc3nnnn3-c3ccccc3)s2)cc1OC
 : 29* | 98 | -18 | 56 | -2 | 7 | -2 | 0.4 | 42
> O=c1c2cnn(-c3ccccc3Cl)c2ncn1Cc1cccnc1
 : 88 | 138 | -8 | 80 | 2 | 7 | 8 | 1.1 | 91
> O=C(CCc1nc2ccccc2c(=O)[nH]1)NCc1cccc(Cl)c1
 : 79 | 105 | 2 | 89 | 0 | -3 | -11 | 1.1 | 48
> Cc1ccc(CNC(=O)COc2ccc(S(=O)(=O)NC(C)C)cc2)cc1
 : 98 | 109[fluorescence artefact?] | -1 | 95 | -4 | -13 | -9 | 1.1 | 94
> Cc1ccc(C(=O)Nc2cccnc2)cc1NC(=O)c1ccco1
 : 89 | 111[fluorescence artefact?] | 1[fluorescence artefact?] | 107 | -2 | 8 | -2[fluorescence artefact?] | 1 | 99
> C=CCN1C(=O)C2C(C(=O)NC)C3C=CC2(O3)C1C(=O)NCc1ccc(OC)cc1 (centres undefined)
 : 103 | 113 | 8 | 111 | 1 | -11 | 14 | 1 | 101
> CCOC1=NC(C(=O)O)c2ccccc2/C(=C(/C)Cl)N1 (centres undefined)
 : 92 | 107 | -9 | 100 | 0 | 2 | -6 | 0.8 | 98
> O=C(CNS(=O)(=O)c1ccccc1)NCc1ccccn1
 : 107 | 103 | 14 | 107 | -2 | 4 | 15 | 1.1 | 102
> O=C(CC1Sc2ccccc2NC1=O)Nc1cccc(-c2nnc3n2CCCCC3)c1 (centres undefined)
 : 74 | 84 | 15 | 91 | . | 6 | 11 | 1.2 | 97
> CC1(C)CC(O)(CNCc2ccc3c(c2)OCO3)CCO1 (centres undefined)
 : 86 | 109 | -7 | 104 | . | -3 | -14 | 1.2 | 104

Given as comma-separated lines: 17 of the compounds above
Structure,H69AR inhibit,ERa SRC1 pot,ERa SRC1 inh,Lung fibro prol,Mac1 fbg enh,Smad3 FoxH1 inh,ERb SRC1 inh,MT1-MMP txn act,HUVEC inhibit
CSc1ncc(Cl)c(C(=O)Nc2nnc(SC/C=C/c3ccccc3)s2)n1,93,96,24,97,-2,4,-1,1.2,85
Cc1cc(O)ccc1-c1cnc2ccccc2n1,96,94,-2,91,5,6,1,1.4,93
O=C(Nc1ccccc1)N1CCOCC1,108,85,-8,99,.,1,-5,1.1,93
CCc1ccc2c(CN3CCN(S(=O)(=O)c4ccc5c(c4)OCCO5)CC3)cc(=O)oc2c1,82,143,6[fluorescence artefact?],94,0,2,7[fluorescence artefact?],1.1,95
Cc1ccc(NC2CC(=O)N(c3ccc(N4CCCCC4)cc3)C2=O)cc1 (centres undefined),87,113,-19,102,87,6,-5[fluorescence artefact?],1.1,104
O=C(Nc1cccc(-n2cnnn2)c1)c1ccco1,97,99,-2[fluorescence artefact?],96,-3,3,6,1.1,100
CCc1ccccc1S(=O)(=O)Cc1ccc(C(=O)N2CCN(c3ccccn3)CC2)o1,77,110,-4,104,4,5,-1[fluorescence artefact?],1,80
Cc1ccc(CS(=O)(=O)Cc2ccc(C(=O)NCc3cccnc3)o2)cc1,87,117,-2,98,.,1,-2[fluorescence artefact?],1.1,97
COc1ccc(CCNc2nnc(Sc3nnnn3-c3ccccc3)s2)cc1OC,29*,98,-18,56,-2,7,-2,0.4,42
O=c1c2cnn(-c3ccccc3Cl)c2ncn1Cc1cccnc1,88,138,-8,80,2,7,8,1.1,91
O=C(CCc1nc2ccccc2c(=O)[nH]1)NCc1cccc(Cl)c1,79,105,2,89,0,-3,-11,1.1,48
Cc1ccc(CNC(=O)COc2ccc(S(=O)(=O)NC(C)C)cc2)cc1,98,109[fluorescence artefact?],-1,95,-4,-13,-9,1.1,94
Cc1ccc(C(=O)Nc2cccnc2)cc1NC(=O)c1ccco1,89,111[fluorescence artefact?],1[fluorescence artefact?],107,-2,8,-2[fluorescence artefact?],1,99
C=CCN1C(=O)C2C(C(=O)NC)C3C=CC2(O3)C1C(=O)NCc1ccc(OC)cc1 (centres undefined),103,113,8,111,1,-11,14,1,101
CCOC1=NC(C(=O)O)c2ccccc2/C(=C(/C)Cl)N1 (centres undefined),92,107,-9,100,0,2,-6,0.8,98
O=C(CNS(=O)(=O)c1ccccc1)NCc1ccccn1,107,103,14,107,-2,4,15,1.1,102
O=C(CC1Sc2ccccc2NC1=O)Nc1cccc(-c2nnc3n2CCCCC3)c1 (centres undefined),74,84,15,91,.,6,11,1.2,97

Other results:
Every second line gives: H69AR inhibit | ERa SRC1 pot | ERa SRC1 inh | Lung fibro prol | Mac1 fbg enh | Smad3 FoxH1 inh | ERb SRC1 inh | MT1-MMP txn act | HUVEC inhibit
> CCCCN1C(=O)NC2NC(=O)NC21 (centres undefined)
 : 103 | 97[fluorescence artefact?] | 5[fluorescence artefact?] | 104 | . | 6 | -5 | 1.3 | 100
> Cc1ccc(-n2cnc3scc(-c4cccs4)c3c2=O)cc1
 : 78 | 118 | -7 | 84 | . | 10 | -10 | 1.2 | 84
> Cc1ccc(N2CC(C(=O)OCc3ccccc3F)CC2=O)cc1 (centres undefined)
 : 96 | 96 | -1 | 99 | 3 | 17 | -1 | 1 | 96
> COc1ccc(NC(=S)NNC(=O)OC(C)(C)C)cc1OC
 : 92 | 108 | 4[fluorescence artefact?] | 95 | -4 | 0 | 5[fluorescence artefact?] | 1.1 | 91
> CC(C)(C)c1ccc(CN(Cc2ccccc2)C(c2ccccn2)c2nnnn2C(C)(C)C)cc1 (centres undefined)
 : 76 | 99 | -10 | 107 | -5 | -6 | -4 | . | 84
> Cc1ccc(C2(C)NC(=O)N(CCOc3ccccc3)C2=O)cc1 (centres undefined)
 : 89 | 105 | 9 | 97 | 3 | 6 | 11[fluorescence artefact?] | 1.1 | 101
> CCSc1c(C(=O)NC)ccc2c1C(=O)c1ccccc1C2=O
 : 81 | 108 | -10 | 92 | 2 | 11 | -1 | 1.2 | 103
> CCN(CC)C(=O)c1cn(CC)c(=O)c2cc(OC)c(OC)cc12
 : 101 | 115[fluorescence artefact?] | 2[fluorescence artefact?] | 96 | -2 | -2 | 0[fluorescence artefact?] | 1.1 | 87
> COc1ccc(OC)c(-n2c(=S)[nH]c3cc(C(=O)NCCCN4CCCC4=O)ccc3c2=O)c1
 : 88 | 111 | -4 | 104 | -4 | 7 | -3 | 1.1 | 90
> c1ccc(-c2nnc(SCc3cn4ccsc4n3)o2)cc1
 : 75 | 109 | -3 | . | -2 | -1 | -1 | 1.3 | 96
> O=C(Nc1cccnc1)c1ccccc1F
 : 96 | 103 | -9 | 104 | -2 | 10[fluorescence artefact?] | -3 | 1.1 | 96
> CC(C)CCNS(=O)(=O)c1ccc(-c2ccc(S(=O)(=O)NCCC(C)C)cc2)cc1
 : 100 | 107 | -8 | 98 | 3 | -3 | -5 | . | 86
> O=c1oc(-c2cccs2)nc2sc3c(c12)CCCC3
 : 107 | 91 | 3 | 96 | -2 | 8 | 8 | 1.3 | 86
> Cn1c(=O)c2c(nc(CN3CCc4ccccc4C3)n2Cc2cccc(Cl)c2)n(C)c1=O
 : 60 | 85 | 5[fluorescence artefact?] | 99 | -3 | -5 | 3[fluorescence artefact?] | 1 | 63
